Source: PubChem BioAssay
NADH coupling: inhibitors of PK/LDH coupling enzymes, profiling panel, artefact control, biochemical, MLSMR library; coupled PK/LDH NADH assays, four targets; IC50, µM (top dose mostly 10 µM), for the others: at the highest dose inhibition; 0.02% of 65,000 active; AID 774, 2007;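 active = single-dose screening hits from any of four coupled enzyme assays that gave an IC50 when retested across doses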;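 also: the DPM-DC format reads NADH fluorescence rather than 340 nm absorbance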
M1 antag: antagonists of rat M1 muscarinic receptor. Muscarinic acetylcholine receptor M1 (Rattus norvegicus), P08482. CHO-M1 cells, Fluo-4 calcium, ACh EC80 antagonist mode; stronger effect = lower value. B-score at 10 µM. 3.4% of 64,000 active;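 active = calcium fluorescence response, raw or row-and-column corrected B-score, differing from the plate sample mean either way at a set confidence level, mostly lower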
Target sequence (P08482 whole entry, looked up): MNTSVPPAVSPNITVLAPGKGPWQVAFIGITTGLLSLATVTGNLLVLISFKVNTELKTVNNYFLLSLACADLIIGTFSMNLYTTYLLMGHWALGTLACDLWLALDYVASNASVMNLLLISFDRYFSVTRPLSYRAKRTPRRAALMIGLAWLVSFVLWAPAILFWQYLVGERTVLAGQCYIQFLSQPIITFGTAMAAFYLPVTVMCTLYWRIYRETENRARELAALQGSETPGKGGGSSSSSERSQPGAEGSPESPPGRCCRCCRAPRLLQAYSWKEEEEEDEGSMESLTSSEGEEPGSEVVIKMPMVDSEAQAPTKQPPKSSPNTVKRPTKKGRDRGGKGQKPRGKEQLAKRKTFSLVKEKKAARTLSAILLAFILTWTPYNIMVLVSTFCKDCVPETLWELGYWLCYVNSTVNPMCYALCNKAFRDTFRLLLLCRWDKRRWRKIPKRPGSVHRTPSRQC
TNAP act DEA: human TNAP enzyme activators, primary screen, biochemical, luminescent, intermediate phosphate acceptor level; Alkaline phosphatase, tissue-nonspecific isozyme (Homo sapiens), P05186; purified TNAP, CDP-star luminescence, 100 mM DEA, 30 min; stronger effect = higher value; scale: 0 levamisole-inhibited, 1 vehicle-only enzyme; activation factor at 20 µM; 64,000 tested, under 10 active; AID 813, 2007;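 active = activation factor of at least 2 at 20 µM, relative to controls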
Target sequence (P05186 whole entry, looked up): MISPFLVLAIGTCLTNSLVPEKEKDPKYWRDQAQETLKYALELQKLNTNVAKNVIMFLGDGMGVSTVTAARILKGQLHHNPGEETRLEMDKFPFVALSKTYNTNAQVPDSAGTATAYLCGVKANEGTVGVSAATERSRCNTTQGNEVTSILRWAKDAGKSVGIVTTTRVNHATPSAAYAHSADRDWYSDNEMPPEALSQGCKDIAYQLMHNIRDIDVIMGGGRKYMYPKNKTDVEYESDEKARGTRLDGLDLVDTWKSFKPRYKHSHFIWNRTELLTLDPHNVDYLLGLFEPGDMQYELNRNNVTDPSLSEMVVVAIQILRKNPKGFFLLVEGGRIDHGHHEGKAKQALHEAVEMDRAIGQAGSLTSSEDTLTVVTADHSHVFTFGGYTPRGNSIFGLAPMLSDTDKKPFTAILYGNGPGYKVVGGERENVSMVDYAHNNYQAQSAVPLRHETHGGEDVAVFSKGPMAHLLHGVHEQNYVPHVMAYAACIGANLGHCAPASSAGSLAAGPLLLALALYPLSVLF
M1 ag: M1 muscarinic receptor agonists, primary screen, CHO-M1 cells, Fluo-4 calcium, agonist mode. Muscarinic acetylcholine receptor M1. Fluo-4 calcium fluorescence; stronger effect = higher value. B-score at 10 µM. 3% of 64,000 active. AID 626, 2007;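 active = fluorescence rise, raw or as B-score row- and column-corrected plate score, outside the 99.7% band of its plate's samples, either direction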
Autofluor 339: intrinsic fluorescence of library compounds, ex339/em460 – biochemical, MLSMR library, data from DPM-DC assay, artefact control, profiling panel; compound autofluorescence, ex339/em460 nm, NADH buffer; stronger effect = higher value; 1 = no-compound wells, NADH background; fluorescence fold increase at 10 µM; 5.5% of 65,000 active; AID 709, 2007;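 active = at 10 µM, mean starting fluorescence two-fold or more over control wells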;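 also: signal is the first read of a kinetic run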
E coli RNAP: E. coli RNAP inhibitors, biochemical; E. coli RNA polymerase, fluorescence transcription assay; 0.2% of 62,000 active; DNA-directed RNA polymerase subunit beta (Escherichia coli (strain K12)), P0A8V2; inhibition, %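 (tested at 10 µM)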; in the data active = inhibition above about 20%;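 also: 0% = enzyme without compound and 100% = no enzyme blank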
Ecoli tolC: growth inhibitors of E. coli tolC mutant, primary screen, strain BW25113 ΔtolC::kan, 384-well; OD615; 2.2% of 65,000 active; growth inhibition, % at 10 µM (by protocol);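 active = growth inhibition at or above a cutoff equal to the mean over every tested compound plus 3 SD, cut at about 60% in these data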;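 also: growth measured after 20 h incubation at 37 °C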
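Doses: one dose of 10 µM final / Material: E. coli BW25113 ΔtolC::kan, tolC deletion mutant strain / Buffer or medium: LB with kanamycin 50 µg/mL / Evaluation: percent growth inhibition / Detection: optical density read at 615 nm / Incubation: 37 °C, 20 h exposure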
SF-1 act: activators of human SF-1, primary screen, cell-based, CHO-K1, Gal4-SF-1 LBD, luciferase luminescence; Steroidogenic factor 1 (Homo sapiens), Q13285; CHO-K1 Gal4-SF-1 LBD luciferase reporter; % increase over DMSO SF-1-specific signal; activation, % at 10 µM; 1.9% of 65,000 active; AID 522, 2006;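 active = activation above the mean activation of all tested compounds plus 3 SD, cut at about 50% in these data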
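Material: CHO-K1 cells with Gal4–hSF-1 LBD chimera plus Gal4-driven luciferase / Input: 4,000 CHO-K1 cells per well / Incubation: compound exposure 20 h at 37 °C / Signal: luminescence read 15 min after SteadyLite luciferase reagent, after room-temperature equilibration / Read-out: percent activation versus DMSO / Benchmarks: DMSO negative control and −SF1 background wells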
RORa activator: activators of orphan receptor RORA, primary screen, cell-based, luminescence; Nuclear receptor ROR-alpha (Homo sapiens), P35398; CHO-K1 Gal4-RORA LBD luciferase reporter; percent increase over mock-subtracted basal signal; activation, % at 10 µM; 1.5% of 65,000 active; AID 560, 2006;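 active = activation above the mean of all tested compounds plus 3 SD, cut at about 49% in these data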;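 also: 0% = DMSO-treated RORA cells and 100% = added signal equal to DMSO minus mock-transfected cells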
The depositor's hits bear a star; x = not tested or not shown; [ ] = another dose, or the depositor's remark. No enrichment for hits. Share with any hit: about 15%.

Preview:
SMILES | NADH coupling | M1 antag | TNAP act DEA | M1 ag | Autofluor 339 | E coli RNAP | Ecoli tolC | SF-1 act | RORa activator
CC1CN(S(=O)(=O)c2cccs2)CC(C)O1 (stereo not drawn) | 6% | -0.22 | 0.9 | -0.73 | 1.1 | 5 | -12 | -5 | -4
COCCn1c(COc2ccc(C)cc2)nc2ccccc21 | 6% | 0.63 | 0.9 | 0.043 | 1.1 | 6 | 28 | 50* | 40
CC(C(=O)OCc1nnc(-c2ccccc2)o1)N1C(=O)c2ccccc2C1=O (stereo not drawn) | 3% | -0.031 | 1 | -2.2* | 1.1 | 0 | 3 | -10 | 4
CCN(CC)C(=O)NC1CC2CCCC(C1)N2Cc1ccccc1 (stereo not drawn) | 11% | -0.24 | 0.9 | 0.16 | 1.1 | 1 | -16 | 9 | -26

The whole of this part, from the first entry:
SMILES | NADH coupling | M1 antag | TNAP act DEA | M1 ag | Autofluor 339 | E coli RNAP | Ecoli tolC | SF-1 act | RORa activator
CC1CN(S(=O)(=O)c2cccs2)CC(C)O1 (stereo not drawn) | 6% | -0.22 | 0.9 | -0.73 | 1.1 | 5 | -12 | -5 | -4
COCCn1c(COc2ccc(C)cc2)nc2ccccc21 | 6% | 0.63 | 0.9 | 0.043 | 1.1 | 6 | 28 | 50* | 40
CC(C(=O)OCc1nnc(-c2ccccc2)o1)N1C(=O)c2ccccc2C1=O (stereo not drawn) | 3% | -0.031 | 1 | -2.2* | 1.1 | 0 | 3 | -10 | 4
CCN(CC)C(=O)NC1CC2CCCC(C1)N2Cc1ccccc1 (stereo not drawn) | 11% | -0.24 | 0.9 | 0.16 | 1.1 | 1 | -16 | 9 | -26
Cc1nn(-c2ccccn2)c2nc(-c3cccs3)cc(C(=O)N3CCOCC3)c12 | 8%[fluoresces] | -0.38 | 0.9 | -0.43 | 2.1* | -9 | -13 | -9 | -12
Cc1nc(C)c(-c2ccccc2)c(=O)[nH]1 | 6% | 0.4 | 0.9 | 0.012 | 1.1 | -3 | -33 | -17 | -4
COc1ccc(N2C(=O)CCC(C(=O)c3ccccc3)=C2C)cc1 | 5% | -0.91 | 0.9 | -0.012 | 1.1 | 4 | -1 | 4 | -2
COc1ccc(Oc2nc(C)cc(C)c2C#N)cc1 | 12% | -0.046 | 0.9 | -0.52 | 1.1 | 3 | 3 | 15 | -7
O=C(/C=C/Nc1cccc(O)c1)c1ccccc1 | 1% | 0.0018 | 0.9 | 0.45 | 1.1 | 4 | -2 | 57* | 12
Cc1ccc(NC2=CC(=O)CC(C)(C)C2)c(N)c1 | 8% | -0.12 | 1 | -0.38 | 1.1 | 14 | -7 | 2 | 11
COc1ccc(C(=O)NCc2nnc(SCC(=O)Nc3cccc(C(F)(F)F)c3)o2)cc1OC | 8% | 0.65 | 0.9 | -0.2 | 1.1 | 8 | -9 | -4 | -8
CC(=O)c1ccc(-n2nnnc2SCC(=O)N2CCc3ccccc3C2)cc1 | 3% | -0.45 | 0.9 | 0.14 | 1 | 6 | 7 | 13 | -11
C=C(C)CN1C(=O)C(O)(CC(=O)c2ccc3c(c2)OCCO3)c2ccccc21 (stereo not drawn) | 8% | -0.64 | 0.9 | -0.06 | 1.1 | 3 | 16 | 10 | 14
COCCn1nnnc1C(c1ccc(Cl)cc1)N1CCSCC1 (stereo not drawn) | 4% | x | 0.9 | x | 1.1 | 9 | -17 | -25 | 9
COc1ccccc1C(=O)Nc1ccc2c(c1)OCO2 | 2% | -0.034 | 0.9 | -0.74 | 1.1 | 7 | -3 | x | x
CC1CCN(C(=O)c2ccc(NS(C)(=O)=O)cc2)CC1 | 2% | -0.49 | 1 | -0.32 | 1.1 | 7 | -4 | 0 | -14
COC(=O)c1ccc(Cl)c(NC(=O)CN2CCN(Cc3ccccc3)CC2)c1 | 1% | -1.1 | 0.9 | -0.36 | 1.1 | 10 | -5 | -4 | 8
O=C(NCc1cccs1)C1CCCN1C(=O)NC1CCCCC1 (stereo not drawn) | 4% | 1.5 | 1 | 1.2 | 1.1 | 10 | 14 | 18 | -17
O=C(CSc1nccn1Cc1ccccc1)Nc1nccs1 | 2% | 1.1 | 0.9 | -0.096 | 1 | 8 | 10 | 14 | 57*
O=C(CCCC(=O)OCC(F)(F)C(F)F)Nc1nccs1 | 16% | -1.1 | 1 | 0.16 | 0.73 | -10 | 4 | -2 | -21
CN(C)c1ccc(NC(=O)CN2CCN(CC(=O)Nc3ccc(F)cc3)CC2)cc1 | 2% | -4.6* | 1 | -0.73 | 1.1 | 4 | -7 | 20 | -2
O=C1CC(N2CCOCC2)C(=O)N1c1ccccc1Cl (stereo not drawn) | 2% | 0.0088 | 1 | 0.41 | 1.1 | -1 | -11 | 7 | -8
CS/C(=N\S(=O)(=O)c1cccs1)NC(=O)CSc1nc2ccccc2s1 | 4% | 0.032 | 0.9 | -2.8 | 1.3 | 10 | 23 | 9 | 7
CCCS(=O)(=O)N1CCN(c2ccccn2)CC1 | 4% | 0.17 | 1 | -0.0075 | 1.2 | 3 | -15 | -6 | 1
CCOC(=O)CC(=O)CSC1=C(C#N)C(c2ccccc2OC)CC(=O)N1 (stereo not drawn) | 8% | -0.6 | 0.9 | -0.26 | 1.1 | 2 | -19 | -6 | 6
COc1ccccc1-n1c(C)nnc1SCC(N)=O | 4% | -4.3* | 0.9 | 0.2 | 1 | 9 | -8 | 1 | 26
COCCCn1c(=N)c(C(=O)NCC2CCCO2)cc2c(=O)n3ccccc3nc21 (stereo not drawn) | 9%[fluoresces] | -0.66 | 1 | 0.83 | 4.9* | -43 | -26 | -3 | -7
CC(=O)Nc1ccc(S(=O)(=O)N[C@H](C(=O)O)C(C)C)cc1 | 5% | 0.16 | 0.9 | -1.1 | 0.85 | 13 | -3 | -8 | -27
COc1cc(C(=O)N2CCN(C(=O)CC(C)C)CC2)cc(OC)c1OC | 2% | 0.76 | 1 | 1.3 | 1 | -18 | -15 | -1 | -4
COc1ccc2cc(C3(C)NC(=O)N(CC(=O)NCc4ccco4)C3=O)ccc2c1 (stereo not drawn) | 5% | 0.17 | 0.9 | 0.046 | 1.1 | 4 | 23 | -8 | 1
C=CCn1cc(C(=O)NCCCOC)c(=O)c2cc(S(=O)(=O)N(CC)CC)ccc21 | 4% | 0.52 | 0.9 | -0.24 | 1.2 | 6 | -7 | -1 | -3
CC(C)N(CCNC(=O)c1cn(C)c2ccc(S(=O)(=O)N(C)C)cc2c1=O)Cc1ccccc1 | 4% | -1.8 | 1 | 0.27 | 1.1 | 10 | -4 | -2 | 13
CCC(CCC(=O)Nc1cccc(C(=O)O)c1)C(=O)O (stereo not drawn) | 4% | -1.1 | 1 | 0.38 | 1.1 | -7 | -28 | -13 | -3
COc1cc(-c2nnc(COc3ccc4ccccc4c3)o2)cc(OC)c1OC | 15% | 0.45 | 0.9 | 0.3 | 1 | 4 | 42 | 19 | -11
C=CCNC(=O)c1nn2cccnc2c1Cl | 7% | 0.16 | 0.9 | 0.22 | 1.1 | 10 | -13 | -11 | -12
CN(C)c1ccc(/C(=N\O)C(F)(F)F)cc1 | 0% | -0.33 | 1.1 | 1.2 | 1.2 | 8 | 4 | -19 | -2
N#CC1=C(N)Oc2n[nH]c(CSc3ccccc3)c2C12C(=O)Nc1ccccc12 (stereo not drawn) | 0% | 2.7* | 1.1 | 1.1 | 1.1 | 14 | 18 | 4 | -10
O=C1C2C3C=CC(C3)C2C(=O)N1c1ccc2c(c1)CCC2 (stereo not drawn) | 3% | -0.46 | 0.9 | -0.35 | 1.1 | 3 | -2 | -1 | -16
COc1ccc(C)cc1S(=O)(=O)Nc1cccc(SC)c1 | 4% | 0.68 | 1 | 0.15 | 1.1 | 2 | 8 | -10 | -2
Cc1noc(C)c1S(=O)(=O)NCCN1CCN(c2ccccc2)CC1 | 3% | -0.68 | 0.9 | -0.58 | 1.1 | -7 | -14 | -16 | -10
CC(=O)c1ccc(Oc2cc(C)nc(-n3nc(C)cc3C)n2)cc1 | 5% | 0.088 | 1 | 0.22 | 1 | 10 | 10 | -33 | -8
O=C(c1ccc(N2CCOCC2)cc1)c1cccs1 | 5% | 0.48 | 0.9 | -0.027 | 0.98 | 10 | 8 | -4 | -19
CC(=O)OCCNC(=O)c1cc2ccccc2oc1=O | 7% | 0.12 | 0.9 | -0.22 | 1.5 | 5 | -9 | -9 | 11
C=CCn1c(SCC(=O)NCc2ccco2)nnc1-c1ccc2ccccc2n1 | 6% | -0.31 | 0.8 | -1.1 | 1.2 | 8 | 31 | 2 | -11
CCC1(C)Cc2c(sc3c2c(=O)n(C)c2nnc(SCc4ccc5c(c4)OCO5)n32)CO1 (stereo not drawn) | 3% | -0.4 | 0.9 | -0.38 | 1.1 | -5 | 4 | -20 | -5
NC1=NC2=C(CCCC2)C2(CCCCC2)S1 | 7% | -0.88 | 0.9 | -0.62 | 1.1 | 7 | 29 | 19 | 11
O=C1CC(c2c[nH]c3ccccc23)C(=O)N1 (stereo not drawn) | 1% | 0.077 | 1 | 0.51 | 1.2 | -6 | 3 | 15 | -11
O=S(=O)(N1CCCCC1)n1nnc2ccccc21 | 1% | -0.74 | 0.9 | 0 | 1.1 | x | 3 | -6 | 8
CCCCOc1ccc(C(=O)N2CCCCCC2)cc1 | 3% | -0.16 | 1 | 0 | 1.1 | 3 | 37 | 28 | 0
O=C(CN1C(=O)C2C3C=CC(C3)C2C1=O)Nc1cccc2c1CCCC2 (stereo not drawn) | 5% | -1.6 | 0.9 | 0.17 | 1.1 | 1 | -18 | -4 | -2
Cc1cccc(-n2ncc3c(NCc4cccs4)ncnc32)c1 | 2% | 0.043 | 0.9 | 0.16 | 1 | 7 | 26 | 22 | 46
Cc1ccc2cc(C(c3nnnn3CC3CCCO3)N3CCc4ccccc4C3)c(=O)[nH]c2c1 (stereo not drawn) | 3% | -0.54 | 0.8 | -0.7 | 1.3 | -1 | 14 | -8 | -23
COc1ccc(N2CCN(CCNC(=O)c3c(C)cc(=O)oc3C)CC2)cc1 | 5% | -4.6* | 1 | -0.59 | 1 | 4 | -16 | 3 | 1
CCOC(=O)c1ccc2c(c1)N(Cc1ccccc1C)C(=O)c1ccccc1S2=O (stereo not drawn) | 4% | -0.14 | 0.9 | 0.089 | 1 | 4 | 14 | 21 | -14
CCn1c(SCC(=O)N2CCc3ccccc32)nnc1-c1ccncc1 | 0% | 0.04 | 1.1 | -0.31 | 1.1 | 5 | -2 | -19 | -2
COc1ccccc1N1CCN(c2cc(=O)n(Cc3ccc(F)cc3)c(=O)[nH]2)CC1 | 2% | 0.018 | 0.8 | -1.1 | 1 | 6 | -9 | 26 | 29
